STK33 kinase inh = inhibitors of human STK33 kinase; AID 2661; Q9BYT3; hit rate 0.073% among 320,000; inhibition, % at 10 µM; purified STK33, MBP phosphorylation, ADP-Glo luminescence;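 active = inhibition at or above 25%, using the most active replicate where run in duplicate; inactive = inhibition below 25%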
KCNQ2 block = KCNQ2 channel blockers in CHO-K1 cells – cell-based, FluxOR thallium flux, B-score, primary screen (AID 2156); hit rate 1.1% among 310,000; B-score at 10 µM; 20 min; active compounds read low;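 active = fluorescence ratio B-score at most minus 3 library SDs, with starting brightness B-score within 2 library SDs, cut at about -5.5 in these data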
Target sequence (O88943 whole entry, looked up): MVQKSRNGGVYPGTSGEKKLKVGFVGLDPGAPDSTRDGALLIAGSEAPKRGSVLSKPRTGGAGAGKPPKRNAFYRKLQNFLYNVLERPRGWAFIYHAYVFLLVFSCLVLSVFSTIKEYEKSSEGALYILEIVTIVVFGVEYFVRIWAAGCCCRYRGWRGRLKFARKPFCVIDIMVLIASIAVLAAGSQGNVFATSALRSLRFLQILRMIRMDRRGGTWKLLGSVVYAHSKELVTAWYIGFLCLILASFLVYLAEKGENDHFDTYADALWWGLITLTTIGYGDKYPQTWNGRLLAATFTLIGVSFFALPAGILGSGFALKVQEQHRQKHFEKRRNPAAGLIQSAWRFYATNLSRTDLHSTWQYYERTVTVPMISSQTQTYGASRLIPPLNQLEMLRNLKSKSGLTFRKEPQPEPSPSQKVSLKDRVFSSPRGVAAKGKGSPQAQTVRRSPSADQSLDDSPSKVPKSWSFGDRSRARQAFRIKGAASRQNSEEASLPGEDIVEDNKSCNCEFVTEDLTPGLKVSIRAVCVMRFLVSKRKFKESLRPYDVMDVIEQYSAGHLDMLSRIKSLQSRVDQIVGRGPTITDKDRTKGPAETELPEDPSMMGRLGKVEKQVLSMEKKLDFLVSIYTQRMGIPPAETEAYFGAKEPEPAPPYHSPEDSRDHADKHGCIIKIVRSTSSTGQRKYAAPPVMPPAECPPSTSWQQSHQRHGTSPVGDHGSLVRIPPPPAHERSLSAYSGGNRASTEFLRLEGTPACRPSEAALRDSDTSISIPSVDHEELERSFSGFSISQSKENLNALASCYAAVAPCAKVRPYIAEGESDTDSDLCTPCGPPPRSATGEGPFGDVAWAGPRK
OX1R FRET antag = blocks the human orexin 1 receptor. OX1R-expressing cells, FRET antagonist read-out. inhibition, % at 6.6 µM. hit rate 1.8% among 330,000; in the data active = inhibition mostly above about 38%, no sharp cut-off; inactive = mostly below about 40%;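 also: 0% = agonist challenge alone and 100% = reference antagonist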
* hit, by the source's call.

c1ccc(C2c3c(ccc4ccccc34)Oc3ncn4nc(-c5ccco5)nc4c32)cc1 (stereo not given) was read as STK33 kinase inh -2.2, KCNQ2 block inactive and OX1R FRET antag 17.
CSc1ccc(CN(C)C(=O)CSCC(=O)Nc2cc(C)on2)cc1 was read as STK33 kinase inh 0.4, KCNQ2 block inactive and OX1R FRET antag 9.
CC1=NNC(=O)C1CCC(=O)N/N=C\c1cccc(Cl)c1 (stereo not given) was read as STK33 kinase inh 0.2, KCNQ2 block inactive and OX1R FRET antag 11.
`CCN(CC(=O)Nc1c(F)cccc1F)C(=O)CN1C(=O)NC2(CCCC2)C1=O` gave STK33 kinase inh -1.6, KCNQ2 block inactive and OX1R FRET antag 2.
`COc1ccccc1C(=O)NC(=S)Nc1cc(C(=O)O)ccc1C` gave STK33 kinase inh -0.2, KCNQ2 block inactive and OX1R FRET antag 3.
Screening Cc1ccc(NC(=O)CN2CCc3ccccc3C2)cc1S(=O)(=O)N1CCOCC1 returned STK33 kinase inh -3.5, KCNQ2 block inactive and OX1R FRET antag 15.
For CC(=O)Nc1ccc(S(=O)(=O)Nc2nc3ccccc3nc2Sc2nncn2C)cc1 the results were STK33 kinase inh -1.1, KCNQ2 block inactive and OX1R FRET antag 7.
For Cc1ccc(CN(C(=O)c2cc3ccccc3oc2=O)C2CCS(=O)(=O)C2)cc1 (stereo not given) the results were STK33 kinase inh -0.3, KCNQ2 block inactive and OX1R FRET antag 9.
Screening COc1ccc(Cl)cc1NC(=S)NN1CCOCC1 returned KCNQ2 block inactive and OX1R FRET antag 6.
For COc1ccccc1NC(=O)CN1CCN(Cc2ccccc2)CC1 the results were STK33 kinase inh 0.3, KCNQ2 block inactive and OX1R FRET antag 8.
COc1cc(C)ccc1OCc1cc(C(=O)N(C)CCCN2CCOCC2)no1 was read as STK33 kinase inh -0.9, KCNQ2 block inactive and OX1R FRET antag 15.
For O=C(CC1SC(N2CCCC2)=NC1=O)Nc1ccc(C(=O)NCCc2ccc(F)cc2)cc1 (stereo not given) the results were STK33 kinase inh -1.7, KCNQ2 block inactive and OX1R FRET antag 4.
For Cc1cc(S(=O)(=O)N2CCCC2C(=O)N2CCOCC2)c(C)cc1Cl (stereo not given) the results were STK33 kinase inh -0.4, KCNQ2 block inactive and OX1R FRET antag 14.
Screening CC1CN(S(=O)(=O)c2cccc(C(=O)Nc3ccccc3N3CCCC3)c2)CC(C)O1 (stereo not given) returned STK33 kinase inh 0.8, KCNQ2 block inactive and OX1R FRET antag 5.
`COc1cc(NC(=O)CN2CCCCCC2)cc(OC)c1` gave STK33 kinase inh -0.6, KCNQ2 block inactive and OX1R FRET antag 8.
Cc1cc(C)c(C)c(OCC(O)CN2CCN(c3ccccn3)CC2)c1 (stereo not given) was read as STK33 kinase inh 0.7, KCNQ2 block inactive and OX1R FRET antag 9.
O=C(/C=C(\O)c1ccccc1)C(=O)NNC(=O)c1ccccc1[N+](=O)[O-] was read as STK33 kinase inh -0.7, KCNQ2 block inactive and OX1R FRET antag 24.
Cc1cc(C)nc(N(C#N)Cc2cccc3ccccc23)n1 was read as STK33 kinase inh -1.9, KCNQ2 block inactive and OX1R FRET antag 7.
Cc1ccccc1Nc1nnc(C)c(=O)[nH]1 was read as STK33 kinase inh -0.3, KCNQ2 block inactive and OX1R FRET antag 9.
For O=C(CNS(=O)(=O)c1ccccc1)NCC(=O)OCc1ccc(Br)cc1 the results were STK33 kinase inh -1.2, KCNQ2 block inactive and OX1R FRET antag 3.
CC(=O)Nc1ccc(S(=O)(=O)NCCc2csc(C)n2)cc1 was read as STK33 kinase inh -1.3, KCNQ2 block inactive and OX1R FRET antag -6.
Screening C=CCSc1nnc2c(n1)[nH]c1c(C)cccc12 returned STK33 kinase inh -2.2, KCNQ2 block inactive and OX1R FRET antag 24.
`CC(=O)C1=C(C)NC(C)=C(C(C)=O)C1c1cn(-c2ccccc2)nc1-c1cccs1` gave STK33 kinase inh -1.0, KCNQ2 block inactive and OX1R FRET antag 27.
COc1ccccc1-n1c(SCC(=O)N2CCc3ccccc32)nc2c(c1=O)SCC2 was read as STK33 kinase inh -1.5, KCNQ2 block inactive and OX1R FRET antag 11.
CC(C)=NOc1nc(N(C)C)nc(N2CCOCC2)n1 was read as STK33 kinase inh -1.5, KCNQ2 block inactive and OX1R FRET antag 3.
`COc1ccc(OC)c(-c2csc(NC(=O)Cc3ccccc3)n2)c1` gave STK33 kinase inh -1.8, KCNQ2 block inactive and OX1R FRET antag 41.
For CCN1C(=NCCc2ccccn2)N[C@@H](c2cccc(F)c2)C(C(=O)OC)=C1C the results were STK33 kinase inh -0.8, KCNQ2 block inactive and OX1R FRET antag 9.
For O=C(CSCc1ccco1)N1CCc2ccccc21 the results were STK33 kinase inh -0.3, KCNQ2 block inactive and OX1R FRET antag 20.
O=c1[nH]c(CN2CCN(c3ccccc3O)CC2)nc2ccccc12 was read as STK33 kinase inh -1.9, KCNQ2 block inactive and OX1R FRET antag 16.
Cc1ccc(Nc2nc(Nc3ccc(C)cc3)nc(SC3=NCCS3)n2)cc1 was read as STK33 kinase inh -0.8, KCNQ2 block inactive and OX1R FRET antag 18.
COc1ccc(OCC(=O)Nc2cccc3cccnc23)cc1 was read as STK33 kinase inh 1.9, KCNQ2 block inactive and OX1R FRET antag 87*.
Screening COc1ccccc1C(=O)NC(=O)COC(=O)C1(C)CC1(Cl)Cl (stereo not given) returned STK33 kinase inh -2.3, KCNQ2 block inactive and OX1R FRET antag 3.
Screening O=C(C1CCN(S(=O)(=O)c2c(Cl)cccc2Cl)CC1)N1CCCC1 returned STK33 kinase inh -0.2 and OX1R FRET antag 10.
Screening CN(c1ccccc1)S(=O)(=O)c1ccc(C(=O)OCC(=O)NCc2cccs2)cc1 returned STK33 kinase inh -0.1, KCNQ2 block inactive and OX1R FRET antag 28.
Screening O=C(/C=C/c1cccc([N+](=O)[O-])c1)Nc1ccc(NC(=O)c2cccs2)cc1 returned KCNQ2 block inactive and OX1R FRET antag 10.
Screening O=C(CCc1nnc2ccc(NCc3ccco3)nn12)Nc1ccccn1 returned STK33 kinase inh 0.3, KCNQ2 block inactive and OX1R FRET antag -3.

Brought forward from above: 2 entries, followed by the next part.
Screening O=C(/C=C/c1cccc([N+](=O)[O-])c1)Nc1ccc(NC(=O)c2cccs2)cc1 returned KCNQ2 block inactive and OX1R FRET antag 10.
Screening O=C(CCc1nnc2ccc(NCc3ccco3)nn12)Nc1ccccn1 returned STK33 kinase inh 0.3, KCNQ2 block inactive and OX1R FRET antag -3.
`CC(C)CNC(=O)[C@H](Cc1ccccc1)NC(=O)c1cccs1` gave STK33 kinase inh -2.0, KCNQ2 block inactive and OX1R FRET antag 4.
For Cc1nn(CCC(=O)NNC(=S)Nc2ccccc2)c(C)c1Br the results were STK33 kinase inh -0.6, KCNQ2 block inactive and OX1R FRET antag -3.
Screening CCOC(=O)NCc1ccccc1 returned STK33 kinase inh -0.9, KCNQ2 block inactive and OX1R FRET antag 22.
For COc1ccc(CNS(=O)(=O)c2cc(Br)cc3c2N(C(C)=O)C(C)C3)cc1 (stereo not given) the results were STK33 kinase inh -0.4, KCNQ2 block inactive and OX1R FRET antag 8.
For COC(=O)c1cc(O)c(O)c(O)c1 the results were STK33 kinase inh -0.9, KCNQ2 block inactive and OX1R FRET antag 15.
For O=C(CN1CCOCC1)Nc1nc2ccc(Cl)cc2s1 the results were STK33 kinase inh -2.0, KCNQ2 block inactive and OX1R FRET antag 4.
COc1ccc(C(=O)CNc2ccccc2CO)cc1 was read as STK33 kinase inh -4.1, KCNQ2 block inactive and OX1R FRET antag 18.
For Cc1ccc(NC(=O)Cn2ccc([N+](=O)[O-])n2)cc1C the results were STK33 kinase inh -1.6, KCNQ2 block inactive and OX1R FRET antag 6.
Screening CCNc1cc(N2CCCC2)ccc1[N+](=O)[O-] returned STK33 kinase inh -0.8, KCNQ2 block inactive and OX1R FRET antag 35.
CC[N+](C)(C)c1cccc(O)c1 was read as STK33 kinase inh -2.8, KCNQ2 block inactive and OX1R FRET antag 13.
Cn1c(N)c(C(=O)COC(=O)CC2CC3CCC2C3)c(=O)n(C)c1=O (stereo not given) was read as STK33 kinase inh 0.4, KCNQ2 block inactive and OX1R FRET antag 30.
For Cc1ccc(S(=O)(=O)CC(N)=O)cc1 the results were STK33 kinase inh -0.5, KCNQ2 block inactive and OX1R FRET antag 26.
For O=C1COc2ccc(C(=O)CSc3nc4ccccc4c(=O)n3-c3ccc(Cl)c(Cl)c3)cc2N1 the results were STK33 kinase inh -2.8, KCNQ2 block inactive and OX1R FRET antag 4.
`CC1(c2nnc(Cc3ccccc3)o2)CC(c2ccc(Cl)cc2)=NO1` (stereo not given) gave STK33 kinase inh -0.8, KCNQ2 block inactive and OX1R FRET antag 19.
For COC(=O)/C(NC(C)=O)=C(\C)c1ccc(Cl)cc1 the results were STK33 kinase inh -1.9, KCNQ2 block inactive and OX1R FRET antag 18.
`CCCN1Cc2cccc(C(=O)NC(CC(=O)OCC)c3ccc(C)cc3)c2C1=O` (stereo not given) gave STK33 kinase inh 0.2, KCNQ2 block inactive and OX1R FRET antag 27.
CC(NC(=O)c1ccc(OC2CCN(S(=O)(=O)N(C)C)CC2)cc1)C1CC1 (stereo not given) was read as STK33 kinase inh -0.6, KCNQ2 block inactive and OX1R FRET antag 18.
For COc1ccc(CCNC(=O)c2c(C)nc3ccccn23)cc1 the results were STK33 kinase inh 0.5, KCNQ2 block inactive and OX1R FRET antag 1.
Screening CC(CCc1ccccc1)NC(=S)NC(=O)c1ccco1 (stereo not given) returned STK33 kinase inh -0.7, KCNQ2 block inactive and OX1R FRET antag 12.
`Cc1ccc(S(=O)(=O)NC2CCCCC2)c(C)c1NS(C)(=O)=O` gave STK33 kinase inh -0.6, KCNQ2 block inactive and OX1R FRET antag 18.
CN1CCN(S(=O)(=O)c2ccc(NC(=O)c3ccc([N+](=O)[O-])cc3)cc2)CC1 was read as STK33 kinase inh 2.2, KCNQ2 block inactive and OX1R FRET antag 44*.
CCOC(=O)/C(C#N)=C/C1=C(N2CCOCC2)C(C)(C)OCC1 was read as STK33 kinase inh 0.6, KCNQ2 block inactive and OX1R FRET antag -3.
Screening COc1ccc(C(=O)OCC[N+]2(C)CCCCC2)cc1 returned STK33 kinase inh -1.9, KCNQ2 block inactive and OX1R FRET antag 19.
For Cn1cnnc1SCc1ccc(C(=O)N=Nc2c(O)n(Cc3ccc(Cl)cc3)c3ccccc23)cc1 the results were KCNQ2 block inactive and OX1R FRET antag 12.
`Cc1cc(C)c(C#N)c(N2CCN(c3ccccc3F)CC2)n1` gave STK33 kinase inh -3.5, KCNQ2 block inactive and OX1R FRET antag 20.
COc1ccc(-c2nc(CS(=O)CC(=O)NC3CCCc4ccccc43)c(C)o2)cc1OC (stereo not given) was read as STK33 kinase inh -1.3, KCNQ2 block inactive and OX1R FRET antag 13.
S=c1ccc2ccccc2[nH]1 was read as STK33 kinase inh -0.4, KCNQ2 block inactive and OX1R FRET antag 12.
Cc1ccc(NC(=O)C2Cc3ccccc3O/C2=N\O)cc1C (stereo not given) was read as STK33 kinase inh -0.4 and KCNQ2 block inactive.
For C=C(C)Cn1c(SCC(=O)NCc2ccco2)nc2sc3c(c2c1=O)CCC3 the results were STK33 kinase inh -0.6, KCNQ2 block inactive and OX1R FRET antag 16.
Screening COc1ccc(C(=O)c2cc([N+](=O)[O-])ccc2N2CCOCC2)cc1 returned STK33 kinase inh -1.1, KCNQ2 block inactive and OX1R FRET antag 12.
N#C/C(=C/c1ccc(N2CCCCCC2)o1)c1cccc(F)c1 was read as STK33 kinase inh -1.8, KCNQ2 block inactive and OX1R FRET antag 11.
`Cc1c(N(C(=O)c2ccccn2)C2(C(=O)NC3CCCCC3)CCCCC2)c(=O)n(-c2ccccc2)n1C` gave STK33 kinase inh -1.6, KCNQ2 block inactive and OX1R FRET antag -10.
For COc1ccc2c(c1)CCC/C2=N\Nc1nc(C(=O)NN)cs1 the results were STK33 kinase inh -0.1, KCNQ2 block inactive and OX1R FRET antag 7.
Screening O=C(O)[C@@H]1CSC2c3ccccc3C(=O)N21 (stereo not given in full) returned STK33 kinase inh -2.0, KCNQ2 block inactive and OX1R FRET antag 3.
`CCOC(=O)c1c(NC(=O)C(C)Sc2cn(C)c3ccccc23)sc2c1CCC2` (stereo not given) gave STK33 kinase inh -0.7, KCNQ2 block inactive and OX1R FRET antag 7.
NS(=O)(=O)c1ccc(CCn2c(=S)[nH]c3ccc(F)cc3c2=O)cc1 was read as STK33 kinase inh -0.9, KCNQ2 block inactive and OX1R FRET antag 1.
Screening Cc1ccc[n+](CC(=O)Nc2cccc(Cl)c2)c1 returned STK33 kinase inh -0.8, KCNQ2 block inactive and OX1R FRET antag 4.
NC(=O)C1(N2CCCCC2)CCN(C(=S)Nc2ccc(S(N)(=O)=O)cc2)CC1 was read as STK33 kinase inh -1.0, KCNQ2 block inactive and OX1R FRET antag 11.

7 consecutive entries from above:
`Cc1c(N(C(=O)c2ccccn2)C2(C(=O)NC3CCCCC3)CCCCC2)c(=O)n(-c2ccccc2)n1C` gave STK33 kinase inh -1.6, KCNQ2 block inactive and OX1R FRET antag -10.
For COc1ccc2c(c1)CCC/C2=N\Nc1nc(C(=O)NN)cs1 the results were STK33 kinase inh -0.1, KCNQ2 block inactive and OX1R FRET antag 7.
Screening O=C(O)[C@@H]1CSC2c3ccccc3C(=O)N21 (stereo not given in full) returned STK33 kinase inh -2.0, KCNQ2 block inactive and OX1R FRET antag 3.
`CCOC(=O)c1c(NC(=O)C(C)Sc2cn(C)c3ccccc23)sc2c1CCC2` (stereo not given) gave STK33 kinase inh -0.7, KCNQ2 block inactive and OX1R FRET antag 7.
NS(=O)(=O)c1ccc(CCn2c(=S)[nH]c3ccc(F)cc3c2=O)cc1 was read as STK33 kinase inh -0.9, KCNQ2 block inactive and OX1R FRET antag 1.
Screening Cc1ccc[n+](CC(=O)Nc2cccc(Cl)c2)c1 returned STK33 kinase inh -0.8, KCNQ2 block inactive and OX1R FRET antag 4.
NC(=O)C1(N2CCCCC2)CCN(C(=S)Nc2ccc(S(N)(=O)=O)cc2)CC1 was read as STK33 kinase inh -1.0, KCNQ2 block inactive and OX1R FRET antag 11.

Hits appear at their usual frequency; 2.7% or so of the library scored in one or more.
